Screens from PubChem BioAssay.
TAG inh = inhibitors of triacylglycerol accumulation; H9c2 cells, Nile Red lipid (TAG) fluorescence; cells loaded with 200 µM oleic acid; inhibition, % at 12.5 µM; actives 0.66% (n = 230,000);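 active = pattern-corrected inhibition of lipid staining of at least 50% with the nuclear-stain viability signal not falling by more than 50%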;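 note: 0% = DMSO wells and 100% = triacsin C control wells; some results filed as inactive read as strong as hits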
TAG inh DAPI viability = recorded beside TAG inh, whose call it bears; DAPI nuclei signal change (viability), lower = more cytotoxic, %;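 whole-well DAPI fluorescence read on a plate reader as a viability signal; minus 50 percent equals half of cells still viable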
Active calls of the source: *; i = inactive. This is a subset, so the mix of outcomes need not match the whole.

The line under a structure holds: TAG inh	TAG inh DAPI viability
- Cc1cc(C(=O)OC(C(=O)Nc2ccc(C)c(Cl)c2)c2ccccc2)c(C)o1 (stereo not given)
 : -6	-5
- O=S(=O)(c1cccc(-c2n[nH]c(=S)n2Cc2ccccc2)c1)N1CCOCC1
 : 1	2
- O=c1cc(-c2ccccc2)nc2nc(-c3ccco3)[nH]n12
 : 2	-1
- COc1cc(/C=C/C(=O)O)cc(S(=O)(=O)N(C)CCO)c1OC
 : 8	-6
- CSc1ccccc1NC(=O)CN(C)S(=O)(=O)c1ccc(F)cc1
 : -66	9
- CCCN(C#N)c1nc(NCC)nc(NC(C)C)n1
 : -4	14
- CC(=O)Nc1ccc(S(=O)(=O)NC(C)C(=O)NCC(c2ccco2)N(C)C)cc1 (stereo not given)
 : 2	8
- O=C1CC(Sc2ccc(Cl)cc2)C(=O)N1c1ccc2c(c1)OCCO2 (stereo not given)
 : -4	-2
- O=C(CCS(=O)(=O)c1ccc(Br)s1)Nc1ccccc1Br
 : 15	-4
- COc1ccc(CN(C)CCCn2cnc3c(OCc4ccccc4)ncnc32)cc1
 : -12	11

Filtered by structure: the compounds so far with an NH in an aromatic ring (two)
The line under a structure holds: TAG inh	TAG inh DAPI viability
- O=S(=O)(c1cccc(-c2n[nH]c(=S)n2Cc2ccccc2)c1)N1CCOCC1
 : 1	2
- O=c1cc(-c2ccccc2)nc2nc(-c3ccco3)[nH]n12
 : 2	-1

Continued:
The line under a structure holds: TAG inh	TAG inh DAPI viability
- Oc1cccc(Nc2nc(N3CCOCC3)nc(N3CCOCC3)n2)c1
 : 107	-63
- Nc1nc2n(n1)C(c1cccs1)CC(c1ccc(Br)cc1)N2 (stereo not given)
 : -14	30
- NC(=O)c1cc(Sc2ccccc2)nc2ccccc12
 : -15	0
- O=C(CSc1nc2nc(-c3cccs3)cc(C(F)(F)F)c2c(=O)[nH]1)Nc1ccc(F)c(F)c1
 : 2	2
- Cc1ccc(N2CC(NC(=O)C(=O)c3c[nH]c4ccccc34)CC2=O)cc1C (stereo not given)
 : -4	-1
- COc1ccc(N2CCN(C(=O)COC(=O)c3ccccc3OCc3ccc(F)cc3)CC2)cc1
 : -8	3
- CC(C)(C)NC(=O)CSc1nnc(SCC(=O)NC(C)(C)C)s1
 : 2	9
- CN/C(=C/[N+](=O)[O-])NCCSCc1ccc(CN(C)C)o1
 : -6	8
- COCCCN(C(=O)CSCC(=O)Nc1ccc(C)cc1)c1c(N)n(Cc2ccccc2)c(=O)[nH]c1=O
 : -2	2
- CCCNC(=O)c1onc(CSc2ccc(Cl)cc2)c1C(=O)NC(C)C
 : -19	-5
- COc1ccc(S(=O)(=O)NCC(c2cccs2)N2CCc3ccccc3C2)cc1 (stereo not given)
 : 0	-7
- CCn1c(CSc2nc(C)cc(C)n2)nnc1SCC(=O)N1CCCc2ccccc21
 : -9	-3
- CCN(CC(=O)NCc1ccc(Cl)cc1)C(=O)CN1C(=O)NC(C)(c2ccccc2)C1=O (stereo not given)
 : 1	7
- CCN(CC)S(=O)(=O)c1ccc2c(c1)nc(CCC(=O)O)n2C
 : -5	15
- Cc1cc(NC(=O)COC(=O)c2oc3c(ccc4ccccc43)c2C)no1
 : 4	11
- CN(CC(=O)Nc1ccc(Cl)c(C(F)(F)F)c1)C(=O)c1ccc2c(c1)OCCO2
 : -4	0
- COc1cc(/C=N/NC(=O)c2ccc(CN(C)S(=O)(=O)c3ccc(C)cc3)cc2)ccc1O
 : -10	11
- c1ccc(-c2cc(CSc3nc4ccccc4[nH]3)on2)cc1
 : 10	i
- O=C(CS(=O)(=O)c1ccccc1)Nc1nc2ccccc2s1
 : 9	5
- CCOc1ccc(N2C(=O)CN=C2Nc2ccccc2F)cc1
 : -9	7
- O=C(Nc1cccc(C(F)(F)F)c1)c1cc(Br)cc2c1OCC2
 : 3	6
- CC(=O)c1ccc(S(=O)(=O)N2CCNCC2)cc1
 : 8	5
- O=C(CCC(=O)OCc1ccc([N+](=O)[O-])cc1Cl)Nc1ccccc1
 : 22	-3
- COc1cccc(/C=C/C(=O)OCC(=O)NCCCc2ccccc2)c1OC
 : -2	-2
- N#Cc1c(N)n(-c2ccccc2)c(=O)c2cc([N+](=O)[O-])ccc12
 : -14	2
- COc1cc(C(=O)NCc2ccc(S(N)(=O)=O)cc2)ccc1OCC(=O)N1CCOCC1
 : 6	4
- C#CCOCCOCCOCCNc1nc(N2CCN(C(=O)CCCCCCCCCCNC(=O)[C@H](CCC(=O)O)n3cc(CCCCCN)nn3)CC2)nc(N2CCN(C(=O)CCCCCCCCCCNC(=O)[C@@H]([C@H](C)O)n3cc(C)nn3)CC2)n1
 : -10	2
- CCN(CC)CCN(C(=O)c1ccc(S(=O)(=O)N2CCOCC2)cc1)c1nc2cc3c(cc2s1)OCCO3
 : 15	-3
- COc1ccc(C2CCCCCN2C(=O)C2CCN(S(=O)(=O)c3cccc(C(C)=O)c3)CC2)cc1 (stereo not given)
 : 28	-10
- CCN(CC)C(=O)COc1ccc(-c2nnc(Nc3ccc(OC)c(C(=O)NC)c3)c3ccccc23)cc1
 : 10	4
- COc1ccc(/C=N/n2cnc3c([nH]c4ccccc43)c2=O)cc1CO
 : 9	12
- O=C(c1cc(-c2ccncc2)nc2ccccc12)N1CCN(Cc2ccccc2)CC1
 : 1	2
- Cn1nnc(C(O)CNCc2cccs2)n1 (stereo not given)
 : -5	-13
- CSc1ccc(OC2(C)CCN(Cc3ccc(-c4ccccn4)cc3)C2)cc1 (stereo not given)
 : -18	19
- Cc1ccc(S(=O)(=O)N2CCCCC2)cc1NC(=O)C1CC(=O)N(c2ccc3c(c2)OCCO3)C1 (stereo not given)
 : -11	0
- CCCS(=O)(=O)c1c(S(=O)(=O)CCC)c2c(N)cccn2c1C(=O)c1ccc(OC)cc1
 : -12	9
- Cc1ccc(NC(=O)CN(C)CC(=O)Nc2ccccc2C(=O)Nc2ccccc2)cc1
 : 2	1
- COc1cccc(C(=O)NC(=S)Nc2ccc(Cl)c(C(=O)O)c2)c1
 : -16	15
- CC(C)[C@H](NC(=O)OCc1ccccc1)C(=O)OCC(=O)N1C(C)CCCC1C (stereo not given in full)
 : -6	5
- Clc1ccc(Br)cc1-c1nc(-c2ccncc2)no1
 : -8	13

Full records from above. Order of values: TAG inh	TAG inh DAPI viability
COc1cccc(C(=O)NC(=S)Nc2ccc(Cl)c(C(=O)O)c2)c1 in the list: -16	15
Cc1ccc(S(=O)(=O)N2CCCCC2)cc1NC(=O)C1CC(=O)N(c2ccc3c(c2)OCCO3)C1 (stereo not given) in the list: -11	0

(further entries)
Molecule,TAG inh,TAG inh DAPI viability
O=C1c2cccc3cccc(c23)C(=O)N1CCCN1CCN(c2ccc(F)cc2)CC1,-11,8
O=C(/C=C/c1ccccc1)NNc1ccc(Cl)cc1,-3,-13
O=C(Nc1ccc(F)cc1)c1ccc(S(=O)(=O)N2CCOCC2)o1,-18,6
CC1(C)Cc2c(sc3c2C(=O)N(c2ccccc2)C2=NCCN23)CS1,2,-4
COc1ccc(CNC(=O)/C=C/c2ccco2)cc1OC,-10,4
COC(=O)CN1C(=O)[C@H]2[C@@H](c3ccc(C)o3)N3C(=O)CN(Cc4ccccc4)C(=O)[C@@]3(Cc3ccccc3)[C@H]2C1=O,11,3
COc1ccc(CC(=O)Nc2ccc3c(c2)CCC3)cc1S(=O)(=O)N1CCOCC1,29,-6
Cc1ccc(C)c(C(=O)COC(=O)c2cc([N+](=O)[O-])ccc2N2CCOCC2)c1,1,0
Nc1nonc1C(=O)OCC(=O)N1CCCCC1,6,-4
COc1cccc(C2CC(c3cccs3)=NN2C(=O)CSC2=NN3CCCC(=O)N=C3S2)c1OC (stereo not given),2,-4
O=C(Nc1ccc(CN2CCCCC2)cc1)c1cccc(F)c1,1,-2
Cc1ccc(NC(=O)COC(=O)CCc2c(C)nc3nc(N)nn3c2C)cc1C,10,2
FC(F)(F)c1nc2nc(Cl)c(Cl)nc2[nH]1,6,2
O=C(CSc1nncs1)NNC(=O)c1ccco1,20,6
COCCNC(=O)C1CCCN(C(=O)c2cc(C(C)(C)C)nn2C)CC1 (stereo not given),0,-9
Cc1cc(C)n(-c2nncn2NC(=O)c2ccc(Cl)cc2O)n1,15,6
O=C(NCCCCNC(=O)c1ccccn1)c1ccccn1,-2,-3
Cc1ccc(Nc2c3c(nc4ncnn24)CC(C)CC3)cc1 (stereo not given),-167,-5
CC(C)CC1(C(=O)NCc2ccccn2)C=CCN1C(=O)c1ccccc1 (stereo not given),-27,4
CC(=O)Nc1ccc(NC(=O)CSc2ccc(C)cc2)cc1,-4,-1
Cc1cc(=O)[nH]c(NN=Cc2cc(Br)ccc2O)n1,32,-9
CCC(=O)c1ccc(OCc2ccc(C(=O)OC)cc2)cc1,-26,13
CCS(=O)(=O)N1CCC(C(=O)Nc2ccc3c(c2)CCC3)CC1,11,1
Cc1nn(CC(=O)NCc2cccnc2)c(C)c1[N+](=O)[O-],3,-1

A second format for some results above.
> Cc1cc(NC(=O)COC(=O)c2oc3c(ccc4ccccc43)c2C)no1
  TAG inh: 4	TAG inh DAPI viability: 11

> CN(CC(=O)Nc1ccc(Cl)c(C(F)(F)F)c1)C(=O)c1ccc2c(c1)OCCO2
  TAG inh: -4	TAG inh DAPI viability: 0

(listing goes on)
Molecule,TAG inh,TAG inh DAPI viability
CCOC(=O)N1CCC(Nc2c(NCCCN3CCN(CC)CC3)c(=O)c2=O)CC1,-15,8
O=C(O)C(Cc1c[nH]c2ccccc12)N1C(=O)C2C3c4ccccc4C(c4ccccc43)[C@@H]2C1=O (stereo not given in full),-3,4
CCOc1ccc(C2CC(=O)N(Nc3ccc([N+](=O)[O-])cc3[N+](=O)[O-])C2=O)cc1 (stereo not given),1,5
CC(C)CCNC(=O)CCCc1ccccc1,8,-4
N#Cc1c(SCC(N)=O)nsc1SCc1ccc(Cl)cc1,-12,5
CC1CC(C)CN(S(=O)(=O)c2cc3c4c(c2)CCN4C(=O)CC3)C1 (stereo not given),3,3
Cn1cccc1C(=O)NC1CCCCCC1,10,-6
C[C@H](CO)N1C[C@H](C)[C@H](CN(C)Cc2ccccc2)Oc2ncc(Br)cc2C1=O,8,-7
Nc1n[nH]c(-c2ccc([N+](=O)[O-])cc2[N+](=O)[O-])n1,21,-2
CN(C)CCCNC(=O)c1ccc(-c2cc(O)c3ncccc3c2)cc1,10,-7
NC(=O)c1cc(NC(=O)COC(=O)CCCN2C(=O)c3cccc4cccc(c34)C2=O)cc(C(N)=O)c1,-1,-2
O=C(CN1c2cccc3cccc(c23)S1(=O)=O)NCc1ccccc1Cl,-6,7
CCC1CCc2sc(C(=O)NCC(c3ccc(OC)cc3)N3CCCC3)cc2C1 (stereo not given),29,-5
Cn1c(-c2sc3cc(C(F)(F)F)cnc3c2-c2ccccc2)n[nH]c1=S,-2,5
c1cc(-c2nnc3sc(C4CCCCC4)nn23)ccn1,13,-8
Cc1ccc(CC2CC(=O)N(c3cc(C)on3)C2=O)cc1 (stereo not given),-20,6
COC(=O)c1cc(NC(=O)C2CC2)cc(C(=O)OC)c1,-2,0
CCOc1ccc(C2OCCC(C)O2)cc1OC (stereo not given),2,2
COc1ccc(C2/C(=C(/O)c3ccc4c(c3)CC(C)O4)C(=O)C(=O)N2CCN2CCOCC2)cc1OC (stereo not given),9,-2
O=C(c1ccc(CSc2ccccc2)cc1)N1CCN(c2ccccc2)CC1,-15,12
COc1cccc(C(NC(C)=O)c2nc(-c3ccc(F)c(Cl)c3)cs2)c1 (stereo not given),-6,-6
CC(C)CNC(C)C(=O)Nc1ccc(S(N)(=O)=O)cc1 (stereo not given),-2,2
COc1ccc(OC)c(NC(=O)CSc2nnc(-c3ccco3)n2-c2ccc(C(=O)O)cc2)c1,10,-8
COc1ccc(-c2csc(NC(=O)c3ccccc3S(C)(=O)=O)n2)cc1,13,-1
O=C(O)CC1SC(N/N=C/c2ccc(Br)cc2)NC1=O (stereo not given),-9,-7
Cn1c(C(=O)O)c(CC(=O)NCC2COc3ccccc3O2)c2ccccc21 (stereo not given),-2,15
COc1ccc(NC(=O)COC(=O)CCNS(=O)(=O)c2ccc(Cl)cc2)cc1,1,-4
O=C(c1cccc(S(=O)(=O)Nc2ccc(Br)cc2)c1)N1CCC1,18,-2
Cc1cccc(-c2nc(CS(=O)CC(=O)NCC3CCCO3)c(C)o2)c1 (stereo not given),1,-14
COc1ccccc1N(C)S(=O)(=O)c1ccc(C(=O)Nc2ccc(C)cc2C)cc1,15,-7
CC(=O)c1cccc(NC(=O)CCS(=O)(=O)c2cccc3nonc23)c1,-11,-3
CS(=O)(=O)c1ccc(Cl)c(NC(=O)c2cccc(N3C(=O)CCC3=O)c2)c1,9,-8
Cc1ccc(C(=O)NNC(=O)c2ccccc2)cc1S(=O)(=O)N1CCCCC1,0,-2
C=CCNC(=S)N1CCN(c2cccc(C(F)(F)F)c2)CC1,-16,10
COc1ccc(CN(C(=O)c2cc(=O)c3cc(C)cc(C)c3o2)C2CCS(=O)(=O)C2)cc1 (stereo not given),6,-1
NNC(=O)c1[nH]c2ccc(Cl)cc2c1-c1ccccc1,9,-2

Looked up above.
`NNC(=O)c1[nH]c2ccc(Cl)cc2c1-c1ccccc1` in TAG inh = 9
`CS(=O)(=O)c1ccc(Cl)c(NC(=O)c2cccc(N3C(=O)CCC3=O)c2)c1` in TAG inh = 9
